Compound activity deposited in PubChem BioAssay by Broad Institute.
CASP6 VEID inh: blocks human caspase-6 cleavage activity | inhibition, % at 12.5 µM | actives 0.53% (n = 350,000) | AID 686996 | purified caspase-6, Z-VEID-R110 cleavage fluorescence | P55212;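 active means mean inhibition across replicates at least about 35%, with every replicate also reaching that limit, limit read from the data; inconclusive means only one of the two criteria met; inactive means neither criterion met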;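 further: 0% = median of neutral control wells and 100% = no fluorescence left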
Target sequence (P55212 24-179 limits assumed): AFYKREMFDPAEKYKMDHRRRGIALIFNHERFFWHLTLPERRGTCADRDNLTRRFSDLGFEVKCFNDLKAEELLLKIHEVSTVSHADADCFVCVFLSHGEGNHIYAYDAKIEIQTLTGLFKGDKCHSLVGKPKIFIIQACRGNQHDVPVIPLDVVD
Target sequence (P55212 194-293 limits assumed): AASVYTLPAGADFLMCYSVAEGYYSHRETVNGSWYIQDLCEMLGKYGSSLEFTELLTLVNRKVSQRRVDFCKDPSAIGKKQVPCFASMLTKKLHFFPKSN
INS-1E GSIS act: primary screen for activators of insulin secretion dependent on glucose, INS-1E cells, GLuc reporter luminescence. INS-1E GLuc reporter insulin secretion, 2-3 h. activation, % at 16.6 µM. actives 0.61% (n = 370,000). AID 743287;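 active means lowest replicate activation of at least 40%, so every replicate reaches that level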;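 further: 0% = median of neutral control wells and 100% = median of IBMX positive control wells; some compounds called inactive have numbers as strong as hits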
E-sel inducer: induces E-selectin expression in human endothelial cells. activation, % at 7.58 µM. actives 0.37% (n = 260,000). HUVEC E-selectin immunofluorescence imaging; normalized: neutral wells 0, TNF-alpha wells 100;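 active means mean E-selectin-positive cell signal at least 10% of the positive control, reached in at least 60% of replicates, without over 20% cell loss; inconclusive means no rule given, readout overlaps actives, possibly toxicity-flagged; inactive means the rest, including those meeting only one limit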;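 further: in these data hits start at about 27%; measured in HUVEC primary endothelial cells; signal is the percent of cells scored E-selectin positive by PE staining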
Target sequence (P16581 whole entry, looked up): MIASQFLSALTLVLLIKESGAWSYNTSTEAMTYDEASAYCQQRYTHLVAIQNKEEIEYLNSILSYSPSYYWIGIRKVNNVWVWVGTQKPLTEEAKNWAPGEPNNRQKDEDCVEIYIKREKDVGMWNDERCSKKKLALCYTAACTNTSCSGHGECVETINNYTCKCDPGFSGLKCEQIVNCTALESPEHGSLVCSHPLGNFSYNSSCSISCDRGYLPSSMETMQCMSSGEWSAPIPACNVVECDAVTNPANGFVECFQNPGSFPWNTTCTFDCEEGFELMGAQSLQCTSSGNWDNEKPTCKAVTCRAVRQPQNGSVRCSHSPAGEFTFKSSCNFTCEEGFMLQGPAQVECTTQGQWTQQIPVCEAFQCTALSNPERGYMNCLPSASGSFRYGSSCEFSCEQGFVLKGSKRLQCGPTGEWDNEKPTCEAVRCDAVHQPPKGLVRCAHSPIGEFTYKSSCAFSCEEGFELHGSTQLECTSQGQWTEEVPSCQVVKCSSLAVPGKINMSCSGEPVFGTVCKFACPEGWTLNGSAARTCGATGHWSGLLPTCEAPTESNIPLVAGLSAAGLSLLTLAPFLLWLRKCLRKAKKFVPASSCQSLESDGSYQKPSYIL
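Read-out basis: % PE-positive cells; Test system: HUVEC primary endothelial cells; Technique: immunofluorescence imaging; Dosing: single-point compound dose.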
DENV2 CPE: inhibitors of DENV2 cytopathic effect; DENV2-infected cells, cytopathic effect rescue, plate reader; CPE inhibition, % at 9.99 µM; actives 1.7% (n = 350,000); AID 651640; in the data active means CPE inhibition above about 20%, passing the limit was not always enough; inconclusive means no clear call, values can overlap the other calls; tested in BHK-21 cells;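 further: 0% = median of neutral control wells and 100% = median of positive control wells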
RAD52 anneal inh: blocks human RAD52 DNA annealing; P43351; recombinant RAD52 DNA annealing, FRET fluorescence; inhibition, % at 18.7 µM; actives 0.46% (n = 360,000);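 active means every replicate showing at least 50% inhibition; inconclusive means mean inhibition at least 50% but not in every replicate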
CFTR F508del cor: correctors of CFTR F508del function in bronchial epithelial cells. CFBE cells, YFP halide quenching; stimulated with forskolin plus potentiator P3; % fluorescence drop versus neutral controls. activity (quench increase), % at 7.58 µM. actives 0.36% (n = 350,000). AID 720511;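 active means mean added fluorescence quench of at least 8% versus neutral control, with both replicates also reaching 8%; inconclusive means only one of the mean or replicate conditions met; inactive means mean below 8% and not both replicates reaching 8%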;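 further: cells transiently co-express mutant CFTR-F508del with the halide-sensitive YFP; corrector assay measuring rescue of mutant channel to the surface after 24 h compound exposure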
RAD54 inh: inhibitors of human RAD54 branch migration. Q92698. inhibition, % at 10.4 µM. AID 602329. actives 0.14% (n = 360,000). RAD54 Holliday junction branch migration, FAM/BHQ fluorescence;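 active means mean normalized replicate activity at least 40 and at least half of replicates scoring 40 or more; inconclusive means only one of the two criteria met; inactive means mean below 40 and under half of replicates reaching 40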;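 further: 0% = median of neutral control wells and 100% = median of positive control wells; inhibitors cause a drop in the FAM fluorescence signal; in these data hits start at about 50%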
Xi reactivation: X-chromosome reactivation activator. XiGFP mouse fibroblasts, % GFP-positive cells imaging, 3 d; cells co-treated with 5-aza-dC sensitizer; scaled so ellipticine positive control = 100%. activation, % at 7.58 µM. actives 0.055% (n = 360,000). AID 743238;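 active means mean normalized replicate activation at least 10% and every replicate at or above 10%; inconclusive means only one of the two criteria met; inactive means mean below 10% and not all replicates reach 10%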;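 further: 0% = median of on-plate neutral control wells and 100% = ellipticine 6 µM median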
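Assay system: SV40-immortalized XiGFP fibroblast cells, line 68-5-11; buffer or medium: DMEM plus 5-aza-dC sensitizer; compound: one concentration, pinned; timing: compounds 3 days, fix/stain 15 min at room temperature; benchmarks: positive control ellipticine, 6 µM final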
* marks the source's active call; other numbers are inactive results; ? = inconclusive; . = not tested or not shown; & = joins results of further samples.

compound	CASP6 VEID inh	INS-1E GSIS act	E-sel inducer	DENV2 CPE	RAD52 anneal inh	CFTR F508del cor	RAD54 inh	Xi reactivation
O=C(NCSc1ccnc(SCNC(=O)c2ccccc2)n1)c1ccccc1	-2	7	.	-3	-18	-0.9	-5	.
Cc1ccccc1OCC(=O)NCCc1nc2ccccc2[nH]1	1	-5	-3.1	-14	-7	.	3	0.0
Cn1cc([N+](=O)[O-])c(C(=O)N/N=C/c2ccc3c(c2)OCO3)n1	2	7	.	-5	-3	5.2	.	0.6
COc1ccc(OC)c(-c2nn(-c3ccccc3)cc2C(=O)NCC2CCCO2)c1 (centres undefined)	-1	2	-0.1	-9	-6	1.5	-7	0.0
CC(=O)OC(c1nc2ccccc2c(=O)n1C1CC2(OC1=O)c1ccccc1N1C(=O)C(C)(C)N(O)C12)C(C)C (centres undefined)	6	2	.	4	-14	0.7	0	.
Cc1ccc(S(=O)(=O)Nc2ccc(C(=O)NCc3ccccn3)cc2)cc1	0	23	-0.2	0	-24	-2.0	4	-0.1
O=C(OCCNc1ccc(C(F)(F)F)cc1[N+](=O)[O-])c1cc2ccccc2oc1=O	0	7	2.0	-1	-19	-0.7	.	0.1
CN(C)Cc1cn(CC[C@@H]2CC[C@H](NS(=O)(=O)c3ccccc3)[C@@H](CO)O2)nn1	0	-6	0.3	-3	-10	0.5	1	-0.2
CS/C(=N\S(=O)(=O)c1cccs1)Nc1ccc(F)c(Cl)c1	5	-21	.	9	-12	.	.	0.0
Cc1sc2ncnc(Nc3ccc(N4CCOCC4)cc3)c2c1-c1ccccc1	3	-2	0.0	4	-18	-1.8	.	0.5
Cc1ccccc1C(=O)Nc1sc2c(c1C(=O)O)CCC2	4	-7	.	12	3	-2.0	.	0.0
Cc1ccc(S(=O)(=O)N(C)C[C@H]2Oc3cc(C4=CCCC4)ccc3S(=O)(=O)N([C@@H](C)CO)C[C@@H]2C)cc1	.	-1	0.0	3	-20	-0.1	4	-0.2
CC(=O)C(CC(=O)N1CCCC1)C(=O)Nc1ccc(Cl)cc1 (centres undefined)	-3	23	-0.8	-8	-1	-1.4	-12	0.0
OC[C@@H](O)[C@@H](O[C@H]1O[C@H](CO)[C@@H](O)[C@H](O)[C@H]1O)[C@H](O)[C@@H](O)CO	0	4	0.0	-6	15	-2.7	-14	-0.2
Cc1ccc(NC(=O)CNC(=O)c2sc3ccccc3c2Cl)nc1	-3	70*	2.6	3	-5	-1.3	-6	0.5
O=C(CSc1n[nH]c(=O)[nH]c1=O)NC1CCCCC1	2	4	-0.1	-4	-13	-3.0	7	0.1
Cc1ccc2nc(-c3ccccc3)c(Cc3cccc(F)c3)n2c1	0	-5	-0.1	?	15	3.8	.	0.0
CN(C)CC(=O)N1[C@H](CO)[C@H](c2ccccc2)C12CN(C(=O)c1ccccc1)C2	-1	-1	0.0	1	-9	0.3	.	0.1
CC(=O)n1cc([C@@H]2C=C(C(=O)Nc3ccccc3)O[C@H](OCc3ccc(CO)cc3)C2)c2ccccc21	-3&-2	-10	0.4	0&-2	-241&-23	1.8&-2.4	-13	-0.2
CC1=C(O)c2ccccc2C(=O)C1=O	-4	.	.	-7	-5	-0.9	-1	.
CC(Sc1nnc(N)s1)c1ccccc1Cl (centres undefined)	0	5	-0.4	19	-8	3.1	-6	0.2
COc1ccc(NC(=O)CN(C)C(=O)Cn2cnc3c2c(=O)n(C)c(=O)n3C)cc1	-1	11	-2.4	-8	-2	3.0	.	0.1
Cc1nnc(SC(C)C(=O)Nc2ccc3ccccc3c2)[nH]c1=O (centres undefined)	5	.	-0.9	1	11	-0.6	5	0.0
C[C@@H]1CN([C@H](C)CO)C(=O)c2cc(NC(=O)Nc3ccc(F)cc3)ccc2O[C@@H]1CN(C)Cc1ccc2c(c1)OCO2	-4	-14	-2.7	-4	0	-0.2	14	-1.2
CN(C)C(=O)c1ccc(NC(=O)c2cccc(S(=O)(=O)N3CCN(Cc4ccccc4)CC3)c2)cc1	-101	-12	-1.4	1	-11	-1.9	5	0.0
O=C(c1ccccc1)N1C[C@@H]2[C@H](c3ccccc31)[C@H](CO)N2C(=O)c1ccccn1	-1	2	0.2	17	-1	-2.0	-8	0.0
CC=Cc1ccc2n(c1=O)C[C@@H]1[C@@H](CO)[C@H](C(=O)NCc3ccc4c(c3)OCO4)[C@H]2N1C(=O)CC (mixture of isomers)	0	4	0.2	-3	-5	1.9	0	0.0
C=CCOCCN(C)C1=NS(=O)(=O)c2cc([N+](=O)[O-])ccc21	2	-15	.	9	-9	.	.	0.0
COc1ccccc1CN1CC(C(=O)NCCC2=CCCCC2)CCC1=O (centres undefined)	1	-16	.	6	-12	0.3	0	0.0
CCCN(CCC)S(=O)(=O)c1cc2c(cc1Br)CCN2C(=O)CC	3	.	0.7	3	-242	0.0	-21	0.3
O=C(Nc1cccc(C(=O)N2CCCC2)c1)C1CC1	0	9	0.3	-1	-9	-0.3	-2	0.2
CC(C)NC(=O)N1[C@@H](CO)[C@@H](c2ccccc2)C12CN(Cc1cc(F)cc(F)c1)C2	-1	4	0.4	2	10	-1.7	.	0.1
CC1CCN(CC(=O)Nc2nc(-c3ccccc3)cs2)CC1	0	-5	.	-4	-9	-0.6	2	0.1
Cc1ccc(S(=O)(=O)N2CCN(C(C)C(=O)Nc3ccccc3-c3ccccc3)CC2)cc1 (centres undefined)	0	22	-0.2	7	-27	.	.	0.0
Cc1ccc(S(=O)(=O)NC2(C(F)(F)F)NC(=O)N(C)C2=O)cc1 (centres undefined)	0	24	.	-3	8	-0.8	5	.
COc1ccccc1C#Cc1ccc2c(c1)O[C@H](CN(C)C(C)=O)[C@@H](C)CN([C@@H](C)CO)S2(=O)=O	-3	-5	0.3	-5	-3	1.6	-1	-0.7
COCC(=O)N1C[C@@H]2[C@H](c3ccccc31)[C@@H](CO)N2C(=O)C1CC1	3	-5	0.0	15	-6	2.1	-17	0.1
O=C(O)Cn1cc(CN2CCOCC2)c2ccccc21	0	8	.	11	-22	3.8	-4	0.0
CCCCN1C(=O)c2ccc(C(=O)N(C)CC(=O)Nc3ccc(OCC)c(OCC)c3)cc2C1=O	-1	1	-0.5	10	-7	3.5	0	0.3
COc1cccc(Nc2nc(CN3CCOCC3)nc3sc4c(c23)CCCC4)c1	0	-59	-0.2	9	1	.	5	-0.1
Cn1ccc(-c2ccccc2)c(C#N)c1=O	0	0	.	-11	-14	.	8	0.0
CCCCNC(=O)Cn1cnc2c(cnn2-c2ccc(C)cc2)c1=O	-1	-9	.	4	-11	-1.9	-2	0.0
COc1ccc2[nH]cc(CCNC(=O)Cc3ccc(F)cc3)c2c1	0	8	1.5	2	-21	3.5	10	-0.1
CC(C)(C)NC(=O)C(c1ccccn1)N(C(=O)c1csnn1)C1CCCCC1 (centres undefined)	1	0	.	0	-12	-5.3	.	0.6
C=CCNC(=O)c1sc(=S)n(-c2ccc(C(=O)OCC)cc2)c1N	2	8	.	-10	-22	-0.1	.	.
CCc1nnc(NC(=O)C2CCCN2C(=O)Nc2ccccc2)s1 (centres undefined)	4	5	.	-2	-3	.	.	0.0
O=C(O)CC/C(=N\Nc1ccc(S(=O)(=O)N2CCOCC2)cc1[N+](=O)[O-])c1cccs1	12	-34	.	12	5	-1.8	.	-0.1
Cc1ccc(S(=O)(=O)Nc2c(C)n(C)n(-c3ccccc3)c2=O)cc1C(=O)OC(C)C(=O)c1ccccc1 (centres undefined)	4	-22	.	7	-18	-2.0	-4	0.1
C/C=C/c1ccc([C@@H]2[C@@H](CO)N3CCCCN(C(=O)Nc4ccc(OC)cc4)C[C@H]23)cc1	-6	-16	0.0	5	2	3.0	7	0.2
COc1ccc(C(NC(=O)CN2CCCCCC2)c2ccc(OC)cc2)cc1	-5	3	.	-5	-23	1.6	3	0.2

Three structures out of the list, ordered by count of non-hydrogen atoms, lowest first:
compound	CASP6 VEID inh	INS-1E GSIS act	E-sel inducer	DENV2 CPE	RAD52 anneal inh	CFTR F508del cor	RAD54 inh	Xi reactivation
CC1CCN(CC(=O)Nc2nc(-c3ccccc3)cs2)CC1	0	-5	.	-4	-9	-0.6	2	0.1
COc1ccccc1CN1CC(C(=O)NCCC2=CCCCC2)CCC1=O (centres undefined)	1	-16	.	6	-12	0.3	0	0.0
CCCCN1C(=O)c2ccc(C(=O)N(C)CC(=O)Nc3ccc(OCC)c(OCC)c3)cc2C1=O	-1	1	-0.5	10	-7	3.5	0	0.3

The listing picks up; the 2 compounds before the break are reprinted first.
compound	CASP6 VEID inh	INS-1E GSIS act	E-sel inducer	DENV2 CPE	RAD52 anneal inh	CFTR F508del cor	RAD54 inh	Xi reactivation
C/C=C/c1ccc([C@@H]2[C@@H](CO)N3CCCCN(C(=O)Nc4ccc(OC)cc4)C[C@H]23)cc1	-6	-16	0.0	5	2	3.0	7	0.2
COc1ccc(C(NC(=O)CN2CCCCCC2)c2ccc(OC)cc2)cc1	-5	3	.	-5	-23	1.6	3	0.2
CCCc1nn(C)c(C(=O)Nc2cccc(CC)c2)c1Cl	0	.	.	2	-4	0.2	4	0.0
CC(C)NC(=O)N1[C@@H]2CN(C(=O)Nc3ccc(Cl)cc3)c3ccccc3[C@@H]2[C@@H]1CO	.	-11	0.1	.	.	0.5	-1	-0.1
C[C@H](CO)N1C[C@H](C)[C@@H](CN(C)Cc2ccc3c(c2)OCO3)Oc2c(NS(=O)(=O)c3ccccc3)cccc2C1=O	1	13	.	-3	6	1.1	-13	-0.5
O=C(C1CC1)N1CC(=O)N2[C@H](CO)[C@@H](c3ccc(C#CC4CCCC4)cc3)[C@@H]2C1	0	28	-0.1	3	9	2.0	.	-0.1
Cc1onc(-c2c(Cl)cccc2Cl)c1C(N)=S	-2	4	.	-2	-8	0.6	.	0.1
CO[C@H]1CN(C)C(=O)c2cc(NC(=O)NC3CCCCC3)ccc2OC[C@H](C)N(C(C)=O)C[C@H]1C	-1	3	0.0	7	7	-0.6	3	0.0
Cc1ccc(S(=O)(=O)NN2C(=O)c3ccccc3NC2c2cccc(O)c2)cc1 (centres undefined)	1	-8	.	.	-8	-1.5	.	0.0
COC(=O)c1c(-c2cc(C)ccc2C)csc1NC(=O)C1CC=CCC1C(=O)O (centres undefined)	18	0	0.6	-1	1	1.7	.	0.0
Cc1ccc(S(=O)(=O)N2CCC(C(=O)NC3CC3)CC2)cc1	1	0	0.0	-5	-5	0.7	4	-0.1
COc1ccc(C#Cc2cnc3c(c2)C(=O)N([C@H](C)CO)C[C@@H](C)[C@@H](CN(C)C)O3)cc1	-4	-9	0.4	7	36	0.6	18	0.1
CN(C)CCN(C(=O)c1ccc2ccccc2c1)c1nc2ccc(Br)cc2s1	-1	11	.	-3	2	-1.4	1	0.0
